From PubChem
CHRM4 PAM = positive allosteric modulators of human muscarinic M4 receptor. CHO-K1 hM4/Gqi5, Fluo-8 calcium fluorescence, ACh EC20; 0% = ACh EC20, 100% = maximal ACh. activation, % at 3 µM. actives 0.4% (n = 360,000);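 active = activation above its plate's cutoff, the mean activation of sample wells plus 3 SD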; note: some results filed as inactive read as strong as hits
CHRM5 PAM = positive allosteric modulators of human muscarinic M5 receptor; actives 0.3% (n = 360,000); CHO-K1 hM5, Fluo-8 calcium, ACh EC20 PAM; 0% = ACh EC20, 100% = ACh EC100; activation, % at 3 µM; P08912;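 active = activation above the run cutoff, the mean activation of all test compounds plus 3 SD, cut at about 18% in these data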
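Assay system – human M5 receptor in CHO-K1 cells · Read-out – % activation, ACh-normalized · Technique – Fluo-8 calcium fluorescence · Dosing – single-point, 3 µM nominal · Incubation – Fluo-8 loading 80 min at 37 °C plus 30 min room temperature · Repeats – singlicate, one well per test compound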
CHRM4 antagonist = CHRM4 antagonism in calcium assay; P08173; CHO-hM4 cells, ACh EC80, Fluo-8 calcium fluorescence; inhibition, % at 3 µM; actives 0.73% (n = 360,000); AID 624125;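 active = inhibition above its plate's cutoff, the mean inhibition of sample wells plus 3 SD, cut at about 27% in these data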;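 note: 0% = acetylcholine EC80 with DMSO and 100% = DMSO without agonist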
CHRM5 antagonist = blocks acetylcholine activation of human M5 receptor; P08912; CHO-hM5 cells, Fluo-8 calcium fluorescence, ACh EC80; inhibition, % at 3 µM; actives 0.59% (n = 360,000); AID 624040;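 active = inhibition above a per-plate cutoff, the mean of that plate's test compounds plus 3 SD, cut at about 27% in these data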;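 note: 0% = acetylcholine EC80 with DMSO and 100% = DMSO without agonist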
M5 ag = agonists of human muscarinic M5 receptor (CHRM5); P08912; CHO-K1 hM5 cells, Fluo-8 calcium fluorescence; 0% DMSO wells, 100% maximal acetylcholine response; activation, % at 3 µM; actives 0.19% (n = 360,000); AID 624037;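 active = activation above the run's mean over test compounds plus 3 SD, cut at about 23% in these data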;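 note: signal is peak over basal fluorescence ratio across the kinetic read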
CRFR2-BP ag = agonists of human CRF-binding protein/CRF-R2 receptor complex; actives 0.46% (n = 350,000); AID 588473; activation, % at 13.2 µM; HEK293 CRF-R2/CRF-BP, calcium dye fluorescence (FLIPR); percent of saturating CRF peptide response;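 active = activation of at least 50%, plus an integration ratio under a set limit after plate pattern correction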;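 note: plate controls were neutral control wells without compound for no effect and CRF at EC100 for full effect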
CRFBP-R2 block = blocks CRF-induced signaling of the CRF-BP/CRF-R2 complex | HEK293 CRF-R2/CRF-BP, CRF-induced calcium fluorescence | actives 0.59% (n = 350,000) | inhibition, % at 11.8 µM;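 active = inhibition of the ligand-induced calcium signal above about 50% at the single tested concentration, limit read from the data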
IDE cell inh = cellular human IDE inhibition. inhibition, % at 5.59 µM. HEK cells, FAbetaB cleavage, fluorescence polarization. actives 0.41% (n = 320,000). P14735;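 active = percent inhibition above the average of all tested compounds plus 3 SD, set per screening campaign, cut at about 16% in these data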;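 note: IDE supplied by intact live HEK cells; FP after avidin binding of uncleaved biotin substrate so inhibition keeps polarization high; 0% = DMSO wells and 100% = 60 µM reference IDE inhibitor Ii1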
Target sequence (P14735 whole entry, looked up): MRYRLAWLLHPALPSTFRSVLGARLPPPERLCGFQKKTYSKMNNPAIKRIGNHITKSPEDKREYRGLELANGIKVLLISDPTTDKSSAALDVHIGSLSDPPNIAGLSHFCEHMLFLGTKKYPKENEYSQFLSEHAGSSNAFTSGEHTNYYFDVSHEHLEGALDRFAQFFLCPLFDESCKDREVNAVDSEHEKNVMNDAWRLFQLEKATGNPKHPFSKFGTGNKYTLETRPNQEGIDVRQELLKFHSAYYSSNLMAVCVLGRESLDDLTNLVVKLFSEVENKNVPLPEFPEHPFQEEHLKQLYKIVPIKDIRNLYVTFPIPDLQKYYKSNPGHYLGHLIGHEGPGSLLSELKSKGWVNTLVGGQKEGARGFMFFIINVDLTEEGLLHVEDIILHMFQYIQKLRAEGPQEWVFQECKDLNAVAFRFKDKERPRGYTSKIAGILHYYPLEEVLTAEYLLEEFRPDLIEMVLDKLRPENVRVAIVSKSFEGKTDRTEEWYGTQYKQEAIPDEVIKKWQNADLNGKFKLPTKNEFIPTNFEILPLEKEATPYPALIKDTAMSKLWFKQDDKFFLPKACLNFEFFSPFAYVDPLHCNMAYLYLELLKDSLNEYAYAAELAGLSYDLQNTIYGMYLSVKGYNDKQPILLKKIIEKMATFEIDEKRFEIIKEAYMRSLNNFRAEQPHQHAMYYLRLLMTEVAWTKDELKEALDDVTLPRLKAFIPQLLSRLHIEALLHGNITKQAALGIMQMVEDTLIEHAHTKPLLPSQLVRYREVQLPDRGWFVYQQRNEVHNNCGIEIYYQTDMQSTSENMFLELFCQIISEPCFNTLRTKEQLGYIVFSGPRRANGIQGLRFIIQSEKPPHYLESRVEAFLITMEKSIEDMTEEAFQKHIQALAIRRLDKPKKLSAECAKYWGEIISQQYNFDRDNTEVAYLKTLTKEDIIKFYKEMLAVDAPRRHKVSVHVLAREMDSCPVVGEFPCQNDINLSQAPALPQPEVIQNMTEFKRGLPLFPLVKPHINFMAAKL
M4 ag = agonists of human muscarinic M4 receptor (CHRM4). P08173. CHO-K1 hM4/Gqi5, Fluo-8 calcium fluorescence; vehicle 0%, full acetylcholine response 100%. activation, % at 3 µM. actives 0.14% (n = 360,000). AID 624127;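 active = activation above the run mean over all test wells plus 3 SD, cut at about 32% in these data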;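 note: peak over basal fluorescence ratio per well then scaled between controls; 0% = DMSO wells and 100% = acetylcholine at EC100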
* = called active by the depositor; / = no result given.

Results follow in this order: CHRM4 PAM	CHRM5 PAM	CHRM4 antagonist	CHRM5 antagonist	M5 ag	CRFR2-BP ag	CRFBP-R2 block	IDE cell inh	M4 ag
1) COCCNC(=O)c1ccc(S(=O)(=O)N2CCCc3ccccc32)cc1
  6	2	-3	0	1	1.8	3	2	2
2) CCOc1ccc(=O)n(-c2ccccc2)n1
  4	2	4	0	-4	-1.1	1	-3	1
3) COc1ccc(C(=O)NCC2(c3ccccc3)CCCC2)c(OC)c1
  -2	0	6	5	-8	0.6	-25	2	0
4) COc1ccc(/C=N/Nc2nonc2N)c(OC)c1
  -5	-10	7	5	-2	-0.1	14	2	0
5) CC(C(=O)NCc1cccs1)n1cccc1 (stereo unspecified)
  8	-7	11	12	-5	-0.8	13	-7	1
6) CN(CC(=O)N1CCN(c2cccc(Cl)c2)CC1)S(=O)(=O)c1cccs1
  -5	-8	6	8	2	-1.2	8	6	10
7) CC(C)(C)c1ccc(OCC(=O)N(c2ccccn2)C2CCCCC2)cc1
  -1	10	-8	12	-1	1.9	-16	7	2
8) Nc1nc2ccc(-c3nc4ccccc4o3)cc2s1
  6	-5	15	-1	3	-0.4	5	-2	2
9) CN(CC(=O)NCc1ccccc1)S(=O)(=O)c1cnc[nH]1
  2	-1	2	3	-1	-0.8	25	-4	0
10) CCN1CCN(c2ccc(S(=O)(=O)N3CCCCC3)cc2NC(=O)c2ccc(F)cc2)CC1
  -1	1	8	-6	-3	-1.9	-19	4	1
11) CCCS(=O)(=O)N1CCN(C(=O)c2cc(OC)cc(OC)c2)CC1
  6	2	0	0	3	-2.3	12	2	3
12) CC1(C)Cc2ccccc2/C(=C/C(=O)c2ccccc2)N1
  1	-1	-8	9	-2	-1.0	13	0	-2
13) COc1ccc(N2C(=NC(=O)C(C)Oc3ccccc3)SC3CS(=O)(=O)CC32)cc1 (stereo unspecified)
  -5	-6	11	21	-2	-1.2	18	5	0
14) COC(=O)CNc1cc(S(=O)(=O)N2CCCCC2)ccc1Oc1ccc(C(=O)OC)cc1
  -9	-2	7	5	-2	2.3	8	-2	6
15) Cc1cccc(C)c1NC(=O)C(C1CC1)n1c(-c2ccc(=O)[nH]c2)nc2ccccc21 (stereo unspecified)
  6	21*	-7	-21	1	/	/	/	1

By substructure: the compounds so far containing a halogen
Results follow in this order: CHRM4 PAM	CHRM5 PAM	CHRM4 antagonist	CHRM5 antagonist	M5 ag	CRFR2-BP ag	CRFBP-R2 block	IDE cell inh	M4 ag
6) CN(CC(=O)N1CCN(c2cccc(Cl)c2)CC1)S(=O)(=O)c1cccs1
  -5	-8	6	8	2	-1.2	8	6	10
10) CCN1CCN(c2ccc(S(=O)(=O)N3CCCCC3)cc2NC(=O)c2ccc(F)cc2)CC1
  -1	1	8	-6	-3	-1.9	-19	4	1

Next entries.
Results follow in this order: CHRM4 PAM	CHRM5 PAM	CHRM4 antagonist	CHRM5 antagonist	M5 ag	CRFR2-BP ag	CRFBP-R2 block	IDE cell inh	M4 ag
16) Nc1ccc(C(=O)OCC(=O)NC2CCS(=O)(=O)C2)cc1[N+](=O)[O-] (stereo unspecified)
  7	-5	-4	12	-1	-2.6	2	-2	0
17) O=C(Nc1cccc(S(=O)(=O)N2CCCC2)c1)c1ccc2c(=O)n3c(nc2c1)CCCCC3
  -11	-16	-14	21	-4	-2.0	22	1	14
18) Cc1cc(OCC(=O)Nc2nnc(C3CC3)s2)ccc1Cl
  1	4	3	-1	0	-0.4	-15	/	0
19) O=C(Nn1cnc2ccccc2c1=O)c1ccc([N+](=O)[O-])cc1
  0	2	-2	-16	1	-0.8	8	5	1
20) CCOc1ccc(Nc2nc3cc(S(=O)(=O)N(CC)CC)ccc3o2)cc1
  -6	-8	-5	3	-4	0.7	2	2	2
21) Cc1ccc(NC(=O)Cn2c(CCC(=O)O)ccc2-c2cccs2)cc1Cl
  -7	-2	5	8	-1	3.6	-4	3	0
22) COc1c(Cl)cc(-c2noc(C)c2C(=O)NCc2ccccc2)cc1Cl
  -7	-11	0	4	-5	0.4	6	2	3
23) O=S(=O)(c1ccccc1)N1CCN=C1SCc1ccccc1Cl
  -10	3	-7	-1	-7	1.4	8	8	0
24) O=c1[nH]cc(N(CCO)CCO)c(=O)[nH]1
  -3	4	-6	0	3	-0.4	3	-3	0
25) COc1ccc(OC)c(C2=NOC(C(=O)NCc3ccccn3)C2)c1 (stereo unspecified)
  6	-5	5	6	2	-0.9	-26	2	0
26) CC(C)(C)NC(=O)NC(=O)CSc1nnc(-c2ccccc2F)n1N
  -2	-3	5	7	3	-0.8	7	-1	1
27) COCCCn1cnc2c(c1=O)c1nc3ccccc3nc1n2CCc1ccccc1
  -2	8	-4	3	-4	-2.2	23	/	0
28) O=C(NCc1ccccc1Cl)C1CCCN1C(=O)Nc1ccccc1 (stereo unspecified)
  -2	-3	-6	11	1	0.6	3	13	0
29) C[C@H](CO)N1C[C@H](C)[C@@H](CN(C)S(=O)(=O)c2ccc(-n3cccn3)cc2)OCc2cn(nn2)CCCC1=O
  0	1	-8	-13	0	0.3	-16	/	1
30) C#CCSc1nnc(-c2ccc([N+](=O)[O-])cc2)o1
  -2	2	0	-1	-1	-0.8	2	0	1
31) Cc1ccc(NC(=O)Cn2cccc2)cc1Cl
  0	1	3	-2	1	-0.5	-2	-2	1
32) CC(C)[C@H](NC(=O)[C@H]1N2C(=O)c3ccccc3C2SC1(C)C)C(=O)NCc1ccco1 (stereo partly specified)
  -2	-4	7	1	-3	-1.3	-8	10	0
33) CN1CCc2c(sc3c2c(=O)n(-c2ccc(Cl)cc2)c2nncn32)C1
  8	0	-5	-2	-1	0.2	7	-3	1
34) Cc1ccc(-c2csc3ncnc(SCC(=O)Nc4nnc(C)s4)c23)cc1
  15	3	6	-4	-2	0.2	-12	2	0
35) CCC[C@H]1CN(c2ccccc2)C(=O)[C@@H]1CC(=O)Nc1ccc(OC)cc1
  4	4	-15	-5	0	-1.4	-7	/	4
36) Nc1[nH]nc2nc3ccccc3cc12
  5	-3	3	1	0	-0.9	-6	3	12
37) O=C(O)c1ccc(NC(=O)c2cccc(C(=O)Nc3ccc(C(=O)O)cc3)c2)cc1
  -7	3	10	-2	1	-1.9	8	3	1
38) Cc1c(C(=O)NCc2ccc3c(c2)OCO3)sc(=O)n1Cc1ccc(-c2ccccc2)cc1
  -6	-7	-10	0	1	/	/	/	6
39) COc1cc(/C=C/C(=O)O)cc2c1OCCO2
  10	6	14	4	2	-2.4	19	-10	0
40) CC(C(=O)Nc1ccccc1)N1CCN(C(=O)c2ccco2)CC1 (stereo unspecified)
  0	10	5	3	1	-0.1	-6	3	1
41) C/C(N)=C(/C#N)C(=O)CSc1nc2ccccc2c(=O)n1Cc1ccc(C)cc1
  -1	5	0	-6	-3	0.3	19	4	2
42) CCCCCCn1c(=O)[nH]c2nc3cc(N)c(C)cc3nc2c1=O
  -14	-24	26	37*	104*	325*	-228	/	37*
43) COc1ccc(C(=O)Nc2cc(C)nn2-c2cccc(F)c2)cc1OC
  -1	2	1	-4	2	-1.3	16	0	1
44) O=C(COC(=O)CNC(=O)c1ccccc1F)Nc1ccc2c(c1)OCCO2
  0	-2	-5	-2	5	-0.7	-5	-3	4
45) C=CCn1c(=S)[nH]c2scc(-c3ccco3)c2c1=O
  11	-1	7	4	-1	0.9	10	-11	0
46) CC[C@]12c3[nH]c4cc(CCC(=O)N(C)C)ccc4c3CCN1C(=O)[C@@H](CC(=O)NCCc1ccccn1)C[C@@H]2C(=O)N1CCN(C(=O)C2CC2)CC1
  6	0	-26	-4	1	-2.2	-4	/	1
47) COc1cccc(NC(=O)NCCc2ccc(Cl)cc2)c1
  -1	-6	-4	-7	3	-1.8	10	-4	2
48) Cc1ccc(NC(=O)CS(=O)CC(=O)N(C2CCCC2)C(C)C(=O)NC2CCCCC2)cc1 (stereo unspecified)
  -4	-1	-3	-7	1	-0.1	-15	2	0
49) CC(=O)Oc1ccc(-c2nc3cc(Cl)ccc3c(=O)o2)cc1
  0	-6	-1	7	-2	0.7	6	-5	0
50) O=C(c1ccc(Cl)cc1)c1cc(-c2ccccn2)c(N2CCOCC2)s1
  -12	-7	13	8	0	0.8	17	-1	1
51) C[C@@H]1CC=C[C@H]2[C@H]1C(=O)N(Cc1ccccc1)[C@H]2c1ccc(-c2ccc(N(C)C)cc2)cc1F
  -2	-11	0	14	4	-1.9	-3	12	1
52) CCNC(=S)NNC(=O)c1csc(C)c1
  5	2	-11	-1	-1	-2.7	16	1	1
53) COc1cc([N+](=O)[O-])ccc1NC(=O)Nc1cccnc1
  -6	-4	-13	12	2	0.1	5	7	6
54) Cc1ccc(-n2cnc3c(=O)[nH]cnc32)cc1[N+](=O)[O-]
  -4	-10	9	13	-2	-0.7	-1	/	0
55) N#Cc1cccc(NC(=O)Cc2ccsc2)c1
  2	-1	4	7	-3	0.2	6	-5	0
56) Oc1c(C(c2ccccc2)N2CCCCC2)sc2ncnn12 (stereo unspecified)
  -7	-11	3	8	1	-1.7	-68	-1	2
57) O=C(CN1C(=O)c2ccccc2C1=O)OCC(=O)N1CCc2ccccc2C1
  16	4	-21	-11	-1	-1.0	-5	-1	1
58) Cc1sc(NC(=O)CSc2ncn(-c3ccccc3)n2)nc1-c1ccccc1
  -4	-7	10	2	0	-0.3	-35	2	0
59) O=C(Nc1cccc(F)c1)C1CCN(C(=O)c2ccco2)CC1
  4	1	-10	5	-5	-0.5	-19	-7	1
60) CC1Cc2cc(S(=O)(=O)CCC(=O)N3CCN(c4ccccc4)CC3)ccc2N1C(=O)C1CC1 (stereo unspecified)
  -9	-6	9	-8	3	-0.6	30	5	15
61) CN1CCC(N(C)C(=S)NC(=O)c2cc(-c3cccc(Br)c3)nc3ccccc23)CC1
  4	9	-2	9	1	-0.3	-9	3	1
62) NC(N)=N/N=C(\N=Nc1ccccc1)c1cccc2cccnc12
  9	14	-12	-6	-6	-0.6	-21	/	1
